Assay outcomes (PubChem BioAssay)
14-3-3g Raf: modulators of 14-3-3 gamma protein binding, primary screen, biochemical, fluorescence polarization; 14-3-3 protein gamma (Homo sapiens), P61981; FP, 14-3-3gamma / TMR-pS259-Raf peptide binding; inhibition, % at 40 µM; hit rate 0.19% among 160,000; in the data active means inhibition above about 30%;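 further: 0% = protein plus tracer without compound and 100% = blank with tracer alone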
Target sequence (P61981 whole entry, looked up): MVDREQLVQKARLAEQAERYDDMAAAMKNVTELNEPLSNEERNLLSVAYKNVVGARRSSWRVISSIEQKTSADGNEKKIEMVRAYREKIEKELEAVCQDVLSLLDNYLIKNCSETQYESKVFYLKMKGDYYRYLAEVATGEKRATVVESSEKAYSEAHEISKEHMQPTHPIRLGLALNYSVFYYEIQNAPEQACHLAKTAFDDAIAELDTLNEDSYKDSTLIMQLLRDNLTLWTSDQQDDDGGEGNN
The depositor's hits bear a star; & = joins results of further samples. Only part of the results is shown; the hit share may differ from the screen's.

SMILES	14-3-3g Raf
CCCS(=O)(=O)N1CCCC(C(=O)NCCCN2CCN(c3ccc(F)cc3)CC2)C1 (centres undefined)	3
CCOC(=O)COc1ccc(S(=O)(=O)NCc2ccncc2)cc1	-2
CCCC(=O)NC(C)C(c1cccs1)N1CCN(c2ccccc2)CC1 (centres undefined)	-9
O=C(CNS(=O)(=O)c1ccc(Br)s1)N1CCN(C2CCCCC2)CC1	-9
O=C(CN1C(=O)COc2ccccc21)NCCCN1CCCCC1	-7
COc1cc(OC)cc(C(=O)N=c2sc3cc(S(C)(=O)=O)ccc3n2C)c1	8
CCOC(=O)CN1C(=O)C(O)(CC(C)=O)c2ccccc21 (centres undefined)	2
Cc1ccc(SCCC(=O)N2CCCC2)cc1	6
Cc1ccc(NC(=O)c2cc(S(=O)(=O)NCc3ccccc3)ccc2F)cc1C	-4
Cc1sc2nc(SCC(=O)Nc3c(C)n(C)n(-c4ccccc4)c3=O)n(C)c(=O)c2c1C	-47
C=CCN1CCc2c(cc(O)c(O)c2Cl)C(c2ccccc2)C1 (centres undefined)	0
CCOC(=O)C1CCN(C(=O)Cn2cc(C#N)c3ccccc32)CC1	5
O=C(Nc1c2c(nn1-c1ccc(F)cc1)CS(=O)(=O)C2)C1CC1	2
C=CCn1c(CCNC(=O)c2ccccc2OC)nc2ccccc21	-12
N#Cc1nc(COc2ccc(Br)cc2)oc1N1CCCC1	-7&13
CCc1nc2ccccc2c(NC(=O)CN2CCN(C)CC2)c1C	-6
CCOC(=O)c1sc(NC2=NS(=O)(=O)c3ccccc32)c(C(=O)OCC)c1C	-26
CCNc1nc(C)c2cc(Br)c(=O)n(CC)c2n1	-2
CCOC(=O)C1=C(c2ccccc2)N=C2SCC(=O)N2C1c1c(OC)ccc2ccccc12 (centres undefined)	-5
CC1C=CCC2C(=O)N(c3cccc(C(=O)N4CCN(c5ccc(F)cc5)CC4)c3)C(=O)C12 (centres undefined)	1
COc1ccc(S(=O)(=O)N2CCN(c3ccc(Cl)cc3)CC2)cc1OC	3
Cc1ccc(C)c(S(=O)(=O)C(C#N)c2nc3ccccc3nc2N2CC(C)OC(C)C2)c1 (centres undefined)	-3
Cc1ccc(C(C)C)c(OCCn2c(=O)oc3ccccc32)c1	-9
CC1CCN(S(=O)(=O)N2CCC(C(=O)NCCN3CCOCC3)CC2)CC1	0
COc1ccc(OC)c(NC=C2C(=O)OC(C)(C)OC2=O)c1	-2
C=CCOc1ccc2c(c1)c(S(=O)(=O)c1ccc(C)cc1)cn2COC	-2
Cc1ccc2nc(-c3ccc(O)cc3)c(Nc3ccc4c(c3)OCO4)n2c1	-7
c1cncc(CN2CCC(N3CCCCCC3)CC2)c1	-2
Cc1nn(CCc2nc(-c3ccco3)cs2)c2[nH]c(=O)cc(C(F)(F)F)c12	-12
CN1CCc2ccccc2C1C1CCNCC1 (centres undefined)	-3
CCOC(=O)C1CCN(C(C(=O)Nc2ccc3c(c2)OCCO3)c2ccccc2)CC1 (centres undefined)	-13
CCSc1nnc2c(n1)OC(c1cccc(C)n1)Nc1ccccc1-2 (centres undefined)	2
COC(=O)c1ccc2c(=O)n(Cc3ccc4c(c3)OCO4)c(SCC(=O)c3ccccc3)nc2c1	-11
O=C(NC(Cc1ccccc1)C(=O)Nc1cccc(C(F)(F)F)c1)C1CCCCC1 (centres undefined)	2
NC(=O)C1CCN(C(=O)CN2CCc3ccccc32)CC1	-6
CC1=C(C(=O)OCCC#N)C(c2cccc(Br)c2)NC(=O)N1 (centres undefined)	-7
O=S(=O)(Nc1cccc(C(F)(F)F)c1)c1cccc2nsnc12	1
CCCCC(C(=O)O)C(C)CC(=O)Nc1ccn(-c2ccccc2)n1 (centres undefined)	-5
N#CCCNCC1OCCc2ccccc21 (centres undefined)	-6
CCCCOc1nc(C)nc2c1sc1nc3c(cc12)COC(C)(C)C3	5
CSc1ccccc1NC(=O)c1nn2c(c1Cl)NC(c1ccco1)CC2C(F)(F)F (centres undefined)	-6
S=C(c1ccccc1)N1CCOCC1	2
N#C/C(=C\Nc1ccc2c(c1)OCCO2)c1nc2ccccc2[nH]1	-26
COc1cccc(C2C(C(=O)OC(C)C)=C(C)Nc3ncnn32)c1 (centres undefined)	-3
NC(=O)c1c(NC(=O)c2cc([N+](=O)[O-])nn2Cc2ccccc2)sc2c1CCCC2	2
CC(C)(C)C(=O)NC(C(N)=O)=C(Cl)Cl	6
CCOc1cc(C=Nc2c(C)n(C)n(-c3ccccc3)c2=O)ccc1O	2
Cc1cc(=O)oc2c(N)c(O)ccc12	-4&1
Nc1ccc2nc(SCC(=O)c3ccc(F)cc3)sc2c1	-12
O=C(Nc1ccc([N+](=O)[O-])cc1)c1ccccc1	-7
COc1ccc2c(c1)CCc1c(C(=O)Nc3ccc(C#N)cc3)noc1-2	-12
CCOc1cc(C2Nc3ccc4ccccc4c3C3=C2C(=O)CC(c2ccccc2)C3)ccc1O (centres undefined)	3
S=c1[nH]nc(-c2cccnc2)n1C1CCCCC1	-7
O=C(NCc1ccccc1)C1C2C=CC3(CN(Cc4ccccc4)C(=O)C13)O2 (centres undefined)	-1
O=C(C1CCN(S(=O)(=O)N2CCOCC2)CC1)N1CCN(c2ccc([N+](=O)[O-])cc2)CC1	-1
CCCC(c1nnnn1C(C)(C)CC)N(CCCO)Cc1cc2cc(C)cc(C)c2[nH]c1=O (centres undefined)	-5
COc1ccc(OC)c(C(C)NC(C)=O)c1 (centres undefined)	0
COc1ccc2cc(C3CC(c4ccc(OC)c(OC)c4)=NN3C(C)=O)c(Cl)nc2c1 (centres undefined)	2
COc1ccccc1NC(=O)c1cc2c(=O)n(C)c3cc(Cl)ccc3c2s1	-9
COc1ccc(N(CC(=O)Nc2ccccc2C)S(=O)(=O)c2ccccc2)c(OC)c1	0

Reformatted with bars between the fields: part of the list above.
Molecule | 14-3-3g Raf
O=C(NC(Cc1ccccc1)C(=O)Nc1cccc(C(F)(F)F)c1)C1CCCCC1 (centres undefined) | 2
NC(=O)C1CCN(C(=O)CN2CCc3ccccc32)CC1 | -6
CC1=C(C(=O)OCCC#N)C(c2cccc(Br)c2)NC(=O)N1 (centres undefined) | -7
O=S(=O)(Nc1cccc(C(F)(F)F)c1)c1cccc2nsnc12 | 1
CCCCC(C(=O)O)C(C)CC(=O)Nc1ccn(-c2ccccc2)n1 (centres undefined) | -5
N#CCCNCC1OCCc2ccccc21 (centres undefined) | -6
CCCCOc1nc(C)nc2c1sc1nc3c(cc12)COC(C)(C)C3 | 5
CSc1ccccc1NC(=O)c1nn2c(c1Cl)NC(c1ccco1)CC2C(F)(F)F (centres undefined) | -6
S=C(c1ccccc1)N1CCOCC1 | 2
N#C/C(=C\Nc1ccc2c(c1)OCCO2)c1nc2ccccc2[nH]1 | -26
COc1cccc(C2C(C(=O)OC(C)C)=C(C)Nc3ncnn32)c1 (centres undefined) | -3
NC(=O)c1c(NC(=O)c2cc([N+](=O)[O-])nn2Cc2ccccc2)sc2c1CCCC2 | 2
CC(C)(C)C(=O)NC(C(N)=O)=C(Cl)Cl | 6
CCOc1cc(C=Nc2c(C)n(C)n(-c3ccccc3)c2=O)ccc1O | 2
Cc1cc(=O)oc2c(N)c(O)ccc12 | -4&1
Nc1ccc2nc(SCC(=O)c3ccc(F)cc3)sc2c1 | -12
O=C(Nc1ccc([N+](=O)[O-])cc1)c1ccccc1 | -7
COc1ccc2c(c1)CCc1c(C(=O)Nc3ccc(C#N)cc3)noc1-2 | -12
CCOc1cc(C2Nc3ccc4ccccc4c3C3=C2C(=O)CC(c2ccccc2)C3)ccc1O (centres undefined) | 3
S=c1[nH]nc(-c2cccnc2)n1C1CCCCC1 | -7
O=C(NCc1ccccc1)C1C2C=CC3(CN(Cc4ccccc4)C(=O)C13)O2 (centres undefined) | -1
O=C(C1CCN(S(=O)(=O)N2CCOCC2)CC1)N1CCN(c2ccc([N+](=O)[O-])cc2)CC1 | -1
CCCC(c1nnnn1C(C)(C)CC)N(CCCO)Cc1cc2cc(C)cc(C)c2[nH]c1=O (centres undefined) | -5
COc1ccc(OC)c(C(C)NC(C)=O)c1 (centres undefined) | 0

Next part:
SMILES	14-3-3g Raf
COc1ccccc1NS(=O)(=O)c1cccc(C(=O)Nc2ccc(Br)cc2)c1	-8
Cc1[nH]c2c([N+](=O)[O-])cccc2c1-c1ccccc1	-11
COc1cccc(-n2c(C)nc3c(cnn3-c3ccc(Cl)cc3)c2=O)c1	-10
COc1ccc(S(=O)(=O)N2CCCC2C(=O)Nc2nccs2)cc1 (centres undefined)	-3
CC(C)OCCCn1c(=N)c(C(N)=S)cc2c(=O)n3ccccc3nc21	-6
CCN1C2=C(C(=O)CCC2)C(c2cc(Br)c(O)c(OC)c2)C2=C1CCCC2=O	-10
COc1ccc(CCN2C(=O)C3CC=CCC3C2=O)cc1OC (centres undefined)	-7
CC1CN(CCC(=O)Nc2ccc(Cl)cc2)CC(C)O1 (centres undefined)	-3
CCOC(=O)c1c(C)oc2c1cc(O)c1ccccc12	-7
O=C(Nc1nc2ccc3ccccc3c2s1)c1ccccc1	-6
COc1ccc(Cc2n[nH]c(=O)c3ccccc23)cc1OC	2
CCCc1cc(=O)[nH]c(SCc2ccccc2)n1	7&-3
O=C(Nc1ccc(CN2CCOCC2)cc1)c1ccc(-c2ccc(Br)cc2)o1	-6
CCC(=O)Nc1ccc(Cl)c(NC(=O)c2cccnc2)c1	4
CCOC(=O)C1=C(N)OC2=C(C(=O)CCC2)C1c1cccs1 (centres undefined)	0
CCCOC(=O)CSc1nc(N)c(C#N)c(CC)c1C#N	3
O=C(Cn1nc(C(F)(F)F)c2c1CCCC2)Nc1cccnc1Cl	-15
COC(=O)c1cc(C(=O)OC)cc(N2C(=O)c3ccc(Oc4ccc([N+](=O)[O-])cc4)cc3C2=O)c1	-9
Cc1ccc(N2COc3cc(C)c(Cl)c(C)c3C2)cc1	6
COc1ccc(OCc2nn3c(-c4ccccn4)nnc3s2)cc1	0
CCC(C)(C(=O)NC1CCCC1)N(C(=O)c1ccccn1)c1c(C)n(C)n(-c2ccccc2)c1=O (centres undefined)	-53
COc1cc(OC)cc(C(=O)Nc2cc(C(=O)Nc3ccccc3F)ccc2N2CC3CC(C2)c2cccc(=O)n2C3)c1 (centres undefined)	-8
CCOC(=O)c1ccccc1NC(=O)C1c2cc(OC)c(OC)cc2C(=O)N(C)C1c1cccs1 (centres undefined)	-9
CCSc1nc2ccccc2n1C(=O)CCCN1C(=O)c2cccc3cccc(c23)C1=O	3
O=C(OCCCc1ccncc1)c1ccc(S(=O)(=O)N2CCOCC2)cc1	-2
CCN(CC)c1ccc(NC(=O)c2cncc(Br)c2)cc1	-16
CCOc1cc2[nH]c(=S)n(Cc3cccc(OC)c3)c(=O)c2cc1OCC	-4
O=C(O)c1cc(-c2ccc(Cl)cc2)n[nH]1	2&-8
CCOC(=O)c1c(NC(=O)c2ccc(OC)cc2)sc2c1CC(C)CC2 (centres undefined)	-7
Cn1c(=O)c2c(nc(CN3CCCCC3)n2CCc2ccccc2)n(C)c1=O	-12
Cc1cc2cc(CNS(C)(=O)=O)ccc2n1C	-22
COc1ccc(CNC(=O)c2cn(C3CCCC3)c(=O)c3c2c2ccccc2n3C)c(OC)c1	3
COc1ccc(N=C(C)c2c(-c3ccccc3)[nH]n(-c3nc4ccccc4s3)c2=O)cc1	-50
CC(=O)NC(Cc1ccc(F)cc1)C(=O)NC1CCN(c2nnnn2-c2ccccc2)CC1 (centres undefined)	-8
O=C(Nc1nc(-c2ccccc2)cs1)c1ccccc1C(=O)OCc1ccc(Br)cc1	7
COc1ccc(-n2nnnc2SCC(=O)c2ccc3c(c2)OCCO3)c(OC)c1	1
CCOc1ccc(C2C(C(=O)O)c3ccccc3C(=O)N2CCN2CCOCC2)cc1 (centres undefined)	-6
CCOC(=O)c1c(NC(=O)c2ccccc2F)sc(C(=O)NC2CCCC2)c1C	0
CCOC(=O)CCCC(=O)N1CCOCCOCCOCC1	4
Cc1cc(Nc2ccccc2Cl)n2ncnc2n1	-2
CC(NS(C)(=O)=O)C(c1cccs1)N1CCN(C)CC1 (centres undefined)	0
CC(C)(C)N(Cc1cc2ccccc2[nH]c1=O)C(=O)C1CCCCC1	5
CCC(NC(=O)NCc1ccc2c(c1)OCO2)(C(F)(F)F)C(F)(F)F	0
O=C(O)CCn1nnc(-c2cccs2)n1	-3
Cc1nn(C(C)(C)C)c(OC(=O)C(C)(C)Oc2ccc(Cl)cc2)c1S(=O)(=O)c1ccccc1	-12
COc1ccc(OC)c(C2C(C(=O)O)c3cc(OC)c(OC)cc3C(=O)N2C)c1 (centres undefined)	-1
c1ccc(-c2cc(-c3nc(-c4ccccn4)no3)c3ccccc3n2)cc1	-2&-5
CN1CCN(C(c2cccnc2)c2ccc3cccnc3c2O)CC1 (centres undefined)	-3
Cc1cc2c(cc1C)CSC(c1ccc(O)cc1)SC2	-9
CCOc1cc(C2CC(=O)NC(SCC)=C2C#N)ccc1O (centres undefined)	-4
COc1ccc(-n2nc3ccc(NC(=O)c4ccc(OC)c(OC)c4)cc3n2)cc1	-36
O=C(CN(C1CCCCC1)S(=O)(=O)c1ccccc1)NCc1cccnc1	-6
O=[N+]([O-])c1ccc(Oc2sc(=Nc3ccccc3)n(CCO)c2-c2ccccc2)cc1	-8
Cn1c(=NC(=O)c2cccc(Cl)c2)sc2cc(Cl)ccc21	-6
CCOC(=O)C(=O)N1c2ccccc2C(C)(c2ccc(Cl)cc2)CC1(C)C (centres undefined)	-7
CN(Cc1ccco1)C(=O)c1ccc(CNS(=O)(=O)c2ccc(Br)cc2)cc1	1
CCOC(=O)C1CCCN(Cc2ccccc2C)C1 (centres undefined)	-5
CCCCN(Cc1ccccc1)S(=O)(=O)c1ccc2c(c1)CCN2C(C)=O	-5
O=c1c2ccccc2nc(SCc2nnc(-c3ccccc3Br)o2)n1-c1ccccc1	-13
CCCCNC(=O)c1ccc(CS(=O)(=O)Cc2ccccc2F)o1	-9
(more compounds)
SMILES	14-3-3g Raf
C=CCSc1nnc2c(n1)OC(c1ccc(OCC(=O)O)cc1)Nc1ccc(Br)cc1-2 (centres undefined)	-9
Cc1cc(=O)oc2cc(Oc3ccc(C(F)(F)F)cc3[N+](=O)[O-])ccc12	-17
O=C1OC(NS(=O)(=O)c2ccc(Cl)cc2)c2ccccc21 (centres undefined)	-2
O=C(Nc1ccc(OC(F)(F)F)cc1)c1ccc(C(F)(F)F)cc1	2
